PAD4 FP inh: PAD4 (human) enzyme inhibition; Q9UM07; recombinant PAD4, RCA probe fluorescence polarization; inhibition, % at 6.36 µM; 330,000 tested, 0.41% active; AID 485272;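 active means percent inhibition above a cutoff equal to the mean of all tested compounds plus 3 SD, cut at about 15% in these data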;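 further: 0% = PAD4 with RCA probe and DMSO and 100% = probe without PAD4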
pPAFAH inh: pPAFAH (human) enzyme inhibition; recombinant pPAFAH, FP-rhodamine probe fluorescence polarization; Q13093; 330,000 tested, 1.5% active; inhibition, % at 3.39 µM; AID 463082;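 active means inhibition above the mean inhibition across the screen plus 3 SD, cut at about 25% in these data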;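 further: inhibitors block binding of the rhodamine activity-based probe so polarization drops; 0% = enzyme with DMSO and 100% = wells lacking pPAFAH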
LYPLA1 inh: blocks human lysophospholipase 1, a PME1 counter-screen; O75608; recombinant LYPLA1, FP-Rh probe fluorescence polarization; inhibition, % at 5.9 µM; 320,000 tested, 0.16% active; AID 2174;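 active means inhibition above the mean of all tested compounds plus 3 SD, set per campaign, cut at about 14% in these data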;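 further: inhibitors block serine hydrolase probe labeling of LYPLA1 so polarization falls; 0% = enzyme with DMSO and 100% = wells lacking LYPLA1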
Target sequence (O75608 whole entry, looked up): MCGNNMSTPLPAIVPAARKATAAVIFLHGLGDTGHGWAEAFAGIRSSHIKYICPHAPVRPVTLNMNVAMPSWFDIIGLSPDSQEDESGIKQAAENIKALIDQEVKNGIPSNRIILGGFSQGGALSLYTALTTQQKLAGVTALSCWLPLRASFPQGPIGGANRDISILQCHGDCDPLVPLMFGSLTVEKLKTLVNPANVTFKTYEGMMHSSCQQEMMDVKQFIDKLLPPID
GSTO1 counter: GSTO1 inhibition, counter-screen for RBBP9 inhibitors | P78417 | recombinant GSTO1, activity-based probe fluorescence polarization | inhibition, % at 5.96 µM | 300,000 tested, 1.1% active;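 active means inhibition above the campaign mean inhibition plus 3 SD, cut at about 35% in these data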;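 further: 0% = GSTO1-1 with DMSO and 100% = wells lacking GSTO1-1 enzyme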
Target sequence (P78417 whole entry, looked up): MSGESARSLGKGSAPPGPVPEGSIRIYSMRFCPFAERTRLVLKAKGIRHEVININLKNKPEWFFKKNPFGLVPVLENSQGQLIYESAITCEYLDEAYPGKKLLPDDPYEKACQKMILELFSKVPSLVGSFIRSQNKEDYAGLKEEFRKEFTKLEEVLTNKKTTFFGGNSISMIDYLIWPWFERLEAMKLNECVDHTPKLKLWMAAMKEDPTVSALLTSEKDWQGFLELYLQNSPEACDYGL
PAFAH2 inh: inhibitors of human PAFAH2; Q99487; recombinant PAFAH2, FP-rhodamine activity probe, fluorescence polarization; inhibition, % at 3.39 µM; 340,000 tested, 0.99% active; AID 492956;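 active means inhibition above the mean over all tested compounds plus 3 SD, cut at about 30% in these data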;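 further: inhibitors block probe labeling of enzyme so polarization drops; 0% = enzyme with DMSO and 100% = wells lacking PAFAH2 protein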
PREPL inhibitor: inhibitors of human prolyl oligopeptidase-like enzyme PREPL; recombinant PREPL, fluorescence polarization activity-based probe; inhibition, % at 5.96 µM; 320,000 tested, 0.68% active; in the data active means inhibition above about 43%;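 further: 0% = enzyme with DMSO and 100% = wells lacking enzyme; many of its hits are not listed in these tables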
PAFAH1B3 inh: blocks human PAF acetylhydrolase 1B catalytic subunit 3 | recombinant PAFAH1B3, FP-rhodamine probe, fluorescence polarization | Q15102 | inhibition, % at 3.39 µM | 340,000 tested, 0.28% active | AID 492972;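 active means inhibition above the screen-wide average of all tested compounds plus 3 SD, cut at about 25% in these data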;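 further: 0% = enzyme with DMSO only and 100% = wells lacking PAFAH1B3 protein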
PAFAH1B2 inh: blocks human PAF acetylhydrolase 1b catalytic subunit 2 | recombinant PAFAH1B2, FP-rhodamine activity probe, fluorescence polarization | inhibition, % at 3.39 µM | 340,000 tested, 1.2% active | AID 492953;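 active means inhibition above the mean of all tested compounds plus 3 SD, cut at about 24% in these data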;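 further: 0% = enzyme with DMSO and 100% = wells lacking PAFAH1B2; many of its hits are not listed in these tables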
Target sequence (P68402 whole entry, looked up): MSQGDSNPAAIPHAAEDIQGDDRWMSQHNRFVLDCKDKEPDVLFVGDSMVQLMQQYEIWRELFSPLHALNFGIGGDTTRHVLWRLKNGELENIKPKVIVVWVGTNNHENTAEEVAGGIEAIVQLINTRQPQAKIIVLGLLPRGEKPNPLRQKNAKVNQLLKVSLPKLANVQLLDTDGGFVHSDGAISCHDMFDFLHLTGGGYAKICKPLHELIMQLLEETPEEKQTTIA
LYPLA2 counter: LYPLA2 (human) inhibition in PME1 counter-screen | O95372 | recombinant LYPLA2, FP-Rh probe fluorescence polarization | inhibition, % at 5.9 µM | 320,000 tested, 0.38% active | AID 2177;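 active means inhibition above the screen-wide mean plus 3 SD, limit set per campaign, cut at about 26% in these data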;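 further: 0% = LYPLA2 with DMSO and 100% = wells lacking LYPLA2 enzyme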
Target sequence (O95372 whole entry, looked up): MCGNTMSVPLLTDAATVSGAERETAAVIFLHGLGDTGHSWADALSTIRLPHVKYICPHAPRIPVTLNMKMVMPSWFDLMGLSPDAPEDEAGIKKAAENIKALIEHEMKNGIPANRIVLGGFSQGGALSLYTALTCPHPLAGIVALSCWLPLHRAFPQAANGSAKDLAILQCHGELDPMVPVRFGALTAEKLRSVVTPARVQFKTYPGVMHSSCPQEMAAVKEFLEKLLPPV
Numbers without * were called inactive; x = no result given; & = joins results of further samples. These rows are one share of the data, so the mix of outcomes need not match the whole.

Values in the order – PAD4 FP inh	pPAFAH inh	LYPLA1 inh	GSTO1 counter	PAFAH2 inh	PREPL inhibitor	PAFAH1B3 inh	PAFAH1B2 inh	LYPLA2 counter
CC(NC(=O)CSc1nc2ccccc2c(=O)n1CCCO)c1ccccc1 (stereo unspecified)
    2	1	-2	4	0	-5	-4	1	-11
CCOC(=O)c1[nH]c(C)c(C(=O)N2CCN(c3ccccc3OC)CC2)c1C
    -1	5	-5	-4	-7	6	4	-4	-4
CC12CCC(C(=O)N(CC3CO3)C1=O)C2(C)C (stereo unspecified)
    2	2	2	61*	-3	4	1	-3	2
CC(=O)N1N=C(c2ccco2)CC1c1ccc(Cl)o1 (stereo unspecified)
    0	5	4	0	0	-7	4	-1	8
O=C(CC1NCCN(Cc2ccccc2)C1=O)Nc1ccc(Cl)cc1 (stereo unspecified)
    1	2	0	1	4	1	10	8	0
Cc1ccc(NC(=O)CSc2ccc(-c3cccnc3)nn2)c(C)c1
    -7	1	0	6	-2	8	8	0	10
Cc1nnc(SCCN2C(=O)c3ccccc3C2=O)nc1C
    0	4	0	2	4	1	2	0	-5
CCOc1ccc(C(=O)NCC(=O)NCC(c2ccccc2OC)N2CCCC2)cc1 (stereo unspecified)
    6	-7	-6	8	1	3	8	1	-6
CCCCCCCC(=O)OCC(O)CO (stereo unspecified)
    -1	3	0	16	-7	2	-5	-4	2
O=C1CCc2cc(S(=O)(=O)N3CCN(c4ccccc4F)CC3)ccc2N1
    -1	4	-3	7	-1	-31	8	-2	-1
O=C(NNC(=O)c1ccccc1-n1cccc1)c1ccc(F)cc1
    -10	-5	1	-5	7	5	3	5	1
NCc1ccc(S(N)(=O)=O)cc1
    -2&3	1&4	-4	-1	8&-5	-6&3	-8&0	-9&0	-3
COc1ccc(C(=O)NC(=S)N2CCC(C)CC2)cc1Br
    -3	0	3	-8	-2	28	8	8	8
O=Cc1cc(N=Nc2cccc(C(=O)O)c2)ccc1O
    -2	5	1	24	-6	9	4	4	6
Cc1ccc(/C=C/C(=O)O)cc1S(=O)(=O)N(CCO)CCO
    -5	-4	0	-3	5	17	8	8	-5
O=C(N/N=C/c1ccc(O)c([N+](=O)[O-])c1)c1ccncc1
    -2	3	0	3	1	6	9	1	6
O=C(NC(Cc1ccccc1)C(=O)O)/C(=C/c1ccc(Br)cc1)NC(=O)c1ccc(Br)o1 (stereo unspecified)
    0	-4	3	9	-2	9	-7	9	8
O=[N+]([O-])c1cccc(CN2CCCCCC2)c1
    -3	5	2	1	6	30	9	1	4
Cc1oc(-c2cccc(Cl)c2)nc1CS(=O)(=O)CC(=O)NCCN1CCOCC1
    1	6	-2	-5	-1	-4	11	0	-5
Cc1cccc(CCNC(=O)CCc2nnc(CCc3ccccc3)o2)n1
    -4	-8	-2	0	-3	2	6	7	-5
O=C1CC(c2cc3c(cc2Br)OCO3)C2=C(CCCC2=O)N1 (stereo unspecified)
    -2	-3	0	11	7	-2	1	1	3
COc1cccc2cc(C(C)N(CCCN3CCOCC3)C(=S)Nc3c(C)cccc3C)oc12 (stereo unspecified)
    4	1	1	4	1	-8	-2	0	3
Cc1sc2cc3c(c(C(=O)c4ccccc4)[n+]2c1C)-c1cccc2cccc-3c12
    0	3	1	-5	x	25	x	x	-2
O=C(O)Cc1csc(-c2ccccc2)n1
    3	1	4	1	3	-2	5	2	2
CCOc1ccc2oc(=O)cc(CN3CCN(C(=O)c4ccco4)CC3)c2c1
    -2	-4	1	-1	-7	2	-2	1	5
C=CS(=O)(=O)c1ccc(Oc2ccc(S(=O)(=O)C=C)cc2)cc1
    -2	6	-1	5	8	7	3	6	19
CSCCC(NC(=O)c1ccco1)C(=O)N1CC=C(c2ccccc2)CC1 (stereo unspecified)
    2	2	-1	-2	5	25	0	-1	2
CCOC(=O)c1c(C)c(C(=O)NCc2cccnc2)c(C)n1CC
    -4	-4	2	-1	1	2	13	3	1
CC1CCN(S(=O)(=O)c2ccc(C(=O)N3CCOCC3)cc2)CC1
    -1	4	3	1	-6	-2	2	4	-1
O=c1cc(-c2ccccc2)[nH]c2ccccc12
    -3	-5	-3	0	0	2	9	-1	1

As entered above.
Cc1nnc(SCCN2C(=O)c3ccccc3C2=O)nc1C | PAD4 FP inh = 0
O=Cc1cc(N=Nc2cccc(C(=O)O)c2)ccc1O | pPAFAH inh = 5

Next compounds:
Values in the order – PAD4 FP inh	pPAFAH inh	LYPLA1 inh	GSTO1 counter	PAFAH2 inh	PREPL inhibitor	PAFAH1B3 inh	PAFAH1B2 inh	LYPLA2 counter
CCOc1cccc(/C=C(/C#N)c2nc3ccccc3[nH]2)c1OCC(=O)O
    -3	2	-1	-16	0	7	11	2	2
Cc1ccccc1C(C(=O)NC1CCCC1)N(C(=O)Cc1cccs1)c1ccc2c(c1)OCCO2 (stereo unspecified)
    3	2	3	-5	7	18	14	5	0
O=C(CCCN=C1NS(=O)(=O)c2ccccc21)OCC(=O)c1ccccc1Cl
    2	9	0	-4	-2	3	9	3	2
COc1ccc(/C=C2\SC(=S)N(CCC(=O)Nc3cccc(C(=O)O)c3)C2=O)cc1
    -2	1	5	6	0	-6	2	2	2
Cc1cccc(N2CCN(S(=O)(=O)c3cnc[nH]3)CC2)c1C
    2	3	-1	6	6	-16	6	-5	-2
COc1ccc(CCNS(=O)(=O)c2ccc(C3CNC(=O)C3)cc2)cc1OC (stereo unspecified)
    -2	-2	-1	10	1	-2	3	3	1
CC1CCN(c2ccccc2NC(=O)c2cc([N+](=O)[O-])ccc2N2CCOCC2)CC1
    -4	2	1	0	-4	4	4	27*	-6
O=C(CCSc1nc(-c2ccco2)cc(C(F)(F)F)n1)NCc1ccccn1
    1	6	-4	4	5	-5	13	2	0
Cc1nnc(SCC(=O)Nc2ccc3c(c2)OCCO3)n1N
    4	1	1	-4	0	-1	4	-8	-1
O=C(CN1C(=O)NC2(CCCC2)C1=O)Nc1ccc(F)cc1
    1	-1	-1	1	-2	7	7	3	-1
Cc1nn(Cc2ccccc2)c(C)c1NC(=O)c1cc2nc(-c3ccco3)cc(C(F)(F)F)n2n1
    -2	-1	0	3	2	3	0	-2	7
COc1ccccc1-c1noc2ncnc(Nc3cccc(C)c3)c12
    -3	2	3	7	1	20	11	4	-2
O=C(OCC(=O)C12CC3CC(CC(C3)C1)C2)c1ccc(O)cc1O
    -2	5	-8	-8	33*	-2	-3	26*	-3
Cc1cc(C)n(S(=O)(=O)c2cc(C(=O)O)c(Cl)cc2Cl)n1
    2	-3	1	13	-1	-3	4	-6	0
COc1ccc(S(=O)(=O)N2CCC(C(=O)N[C@@H](C)C(=O)NCc3cccc(OC)c3)CC2)cc1
    1	2	4	-3	9	6	6	-2	0
Cc1ccc2nc(SCC(=O)NC3CCCc4ccccc43)[nH]c2c1 (stereo unspecified)
    -6	-1	-9	3	0	6	5	6	-6
CC1CCN(CC(=O)Nc2nc(-c3ccccc3)cs2)CC1
    -2	6	0	0	5	-8	8	7	1
Cc1cccc(C(=O)Nc2cccc(C(=O)N/N=C/c3ccncc3)c2)c1
    -1	-1	-4	-4	-3	-9	3	-5	2
CC(Cc1ccccc1)NC(=O)CSc1nc2nc3c(cc2c(=O)n1-c1ccccc1)COC(C)(C)C3 (stereo unspecified)
    -9	2	1	1	-6	0	7	7	5
CC(CN(C)C)CN1c2ccccc2Sc2ccccc21 (stereo unspecified)
    1	-3	1	1	6	25	8	-2	2
O=C(CSc1nc2ccccc2c(=O)[nH]1)N1CCOCC1
    0	4	3	11	-2	-3	13	7	5
O=C(CCN1C(=O)c2ccccc2C1=O)Nc1ccc(-c2cn3ccsc3n2)cc1
    -7	5	-2	-1	6	-6	6	1	-9
Cc1ccc(CS(=O)Cc2ccc(C(=O)NCc3ccccc3)o2)cc1 (stereo unspecified)
    -3	4	1	3	-1	4	1	4	1
O=c1cc(N2CCOCC2)[nH]c(=O)n1-c1ccc(Cl)cc1
    3	-7	-2	5	3	3	-6	1	0
COc1ccc(S(=O)(=O)Oc2ccc3cccc(N)c3c2)cc1
    -17	12	2	7	x	16	x	x	5
O=S1(=O)CCC(NC(=S)Nc2ccc3ccccc3c2)C1 (stereo unspecified)
    1	-2	-2	2	1	-3	3	1	-2
Cc1cc(NC(=O)Cn2nc(C(F)(F)F)c3c2CCCC3)no1
    -4	1	0	1	-5	-6	6	3	1
CCc1ccc(NC(=O)NC(C)c2ccc3c(c2)OCO3)cc1 (stereo unspecified)
    -1	-1	3	3	4	-4	2	4	7
C=CCN(Cc1cc(OC)ccc1OC)S(=O)(=O)N(C)C
    9	2	-1	-6	2	10	0	-4	-2
CN(C)C1=NCCN1CCc1ccccc1
    -3	0	2	3	-10	7	18	-2	-2
Cc1c(-c2ccccc2)[n+](=O)c2c(n1[O-])CCC2
    3	-2	-1	3	-5	3	4	-2	0
CCn1c(NC)cc(=O)n(C)c1=O
    1	0	2	0	-1	0	6	-2	3
O=C(O)C1CC=CCC1C(=O)NCCc1ccccc1 (stereo unspecified)
    4	-3	-1	1	19	18	-1	5	-1
COc1ccc(S(=O)(=O)n2nc(OC(=O)c3ccccc3Br)cc2N)cc1
    -2	-3	0	5	-1	-6	3	13	2
CC1CCCCC1NC(=O)CCCn1c(=S)[nH]c2ccsc2c1=O (stereo unspecified)
    -1	4	-4	3	6	-3	-3	4	5
Clc1ccc2[nH]c3c(NCCN4CCOCC4)ncnc3c2c1
    0	2	-3	-6	-3	10	2	6	-8
CC(C)CN(C(=O)c1ccc(N2CCCC2=O)cc1)c1c(N)n(Cc2ccccc2)c(=O)[nH]c1=O
    -7	-4	-1	x	5	19	11	2	2
Cc1cccc(NC2=C(C#N)C(=O)NC3(CCCC3)S2)c1
    -2	0	1	-2	-6	2	12	0	7
O/N=C(\c1ccc2c(c1)OCCO2)C1CCCCC1
    3	4	0	-3	-2	2	4	13	2
CCOC(=O)C1=NOC(Cn2cc(C#N)c(=O)n(C)c2=O)C1 (stereo unspecified)
    -3	-5	-1	-4	-3	11	10	7	3
O=C(CN1CCOCC1)Nc1ccccc1
    1	2	2	1	7	13	16	7	4
COc1cccc(C(=O)Nc2c(C)nn(-c3ccccc3)c2C)c1
    -2	0	2	4	1	22	8	0	6
O=C(O)C1CCCCC1C(=O)Nc1cccc(C(=O)N2CCCCC2)c1 (stereo unspecified)
    1	-4	0	4	5	9	6	0	-6
COc1cc(C(=O)N2CCN(c3ccccc3F)CC2)ccc1OCC(=O)N1CCOCC1
    0	0	0	x	12	11	15	6	1
Cc1ccc(-c2nc(CSCC(=O)N3CCN(c4ccccn4)CC3)c(C)o2)cc1
    -2	0	5	2	3	-12	3	25*	-4
COc1ccc(C(=O)NCCN2C(=O)S/C(=C\c3cccnc3)C2=O)cc1[N+](=O)[O-]
    -9	-9	-4	-10	-3	4	-3	4	-8
Cc1ccnc(NC(=O)COC(=O)C2COc3ccccc3O2)n1 (stereo unspecified)
    -7	1	2	11	11	14	2	3	4
C=C1N(c2ccccc2)C(=O)OC1(C)C
    -2	-1	0	1	6	-6	-2	0	1
COc1ccccc1CNC(=O)CCS(=O)(=O)c1ccc2c(c1)CCCN2C(C)=O
    -3	1	-2	-4	-7	4	-1	3	-2
